Nrf2 activator – Nrf2 pathway activation; AREc32 ARE-luciferase reporter (MCF7-derived line), luminescence, 24 h; Potency, µM (titrated, usually from 46.1 µM), inactives show at the top dose activation, most hits filed as activators; hit rate 0.31% among 410,000; AID 624171; note: potency is the fitted concentration of half-maximal effect; % of control where 0% means no effect; nearly all actives have a fitted effect of over 65% in size
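Reporter line AREc32 (ARE-Fluc), seeded overnight in OPTI-MEM with 5% FBS; compound pin-transferred, 24 hr at 37 deg C, 5% CO2; luminescent read-out.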
A549 viability – A549 cytotoxicity, counter-screen for Nrf2 inhibitors. AID 504648. Potency, µM (doses to about 46 µM), for inactives: at the highest dose activity change, negative = cytotoxicity, actives largely listed as inhibitors. A549 ARE-Fluc cells, CellTiter-Fluor viability, 18-24 h. hit rate 0.16% among 390,000; note: potency is the fitted concentration of half-maximal effect; % is set by controls: 0 for no effect and ±100 for the full control effect
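A549 ARE-Fluc cells in 5% FBS OPTI-MEM, 5000 cells/well, rested 2 h then exposed to compounds in concentration-response for 18-24 h at 37 °C. Viability by CellTiter-Fluor fluorescence (Ex 405/Em 525) after 30 min; luciferase luminescence (BugLite, 15 min, RT) read afterwards.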
S2 tox – reduces viability in counter-screen for ATXN expression inhibitors; AID 651635; Potency, µM (doses to about 56.7 µM), actives largely listed as cytotoxic; hit rate 0.49% among 400,000; S2 cells (HEK-293 line with an ATXN2-luciferase reporter) viability, CellTiter-Fluor protease fluorescence, 24 h; note: potency is the fitted concentration of half-maximal effect; nearly all actives have a fitted effect of over 40% in size
CCT modulator – cytosolic chaperonin activity modulation | activity change, % (test concentration not listed), hits read low | purified chaperonin ATPase assay, HTRF ADP detection, 30 min | hit rate 0.3% among 360,000 | AID 651819; in the data active = activity change below about -30%; note: % is set by controls: 0 for no effect and ±100 for the full control effect
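TRiC at 40 or 20 nM final (batch-dependent) in 30 mM Tris pH 7.4, 100 mM KCl, 5 mM MgCl2, 1 mM DTT, with compound at single 76 uM and 10 uM ATP, 30 min at 37 deg C. ADP detected by HTRF Transcreener, 665/615 ratio.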
HepG2 viability – HepG2 cytotoxicity, counter-screen for TGF-b inhibitors. HepG2 CAGA-GFP viability, ATP luminescence, 18 h. hit rate 0.76% among 410,000. Potency, µM (series often up to 46.1 µM), for inactives: at the highest dose activity change, negative = cytotoxicity, usual class: cytotoxic; note: potency is the fitted concentration of half-maximal effect; some results filed as inactive show a strong effect at the top dose
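CellTiter-Glo luminescence gave cytotoxicity after 18 hours at 37 degrees C. The cells were HepG2 CAGA-GFP in 1% FBS DMEM, stimulated with 500 pg/mL TGF-beta after compound addition. %Activity was normalised to no-cell wells (complete cell-killing) and DMSO (no toxicity), and curves were fitted and classified.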
MmCpn inh – M. maripaludis TRiC chaperonin inhibition; purified Mm-Cpn ATPase, ADP Transcreener TR-FRET; Potency, µM (series often up to 76.9 µM), for the others: at the top dose activity, negative = inhibition, actives largely listed as inhibitors; hit rate 0.031% among 330,000; note: potency is the fitted concentration of half-maximal effect; % is set by controls: 0 for no effect and ±100 for the full control effect; nearly all actives have a fitted effect of over 80% in size
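Eu-cryptate anti-ADP/ADP-d2 competition gives a ratio inversely related to ADP. Enzyme at 25 nM was pre-exposed to compound for 10 min, then given 10 uM ATP for 30 min, 37°C throughout.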
Nrf2 block – blocks Nrf2 signaling; Potency, µM (series often up to 46 µM), for inactives: at the highest dose activity change, negative = inhibition, actives largely listed as inhibitors; hit rate 2.1% among 360,000; A549 ARE-Fluc reporter, luciferase luminescence, 18-24 h; note: potency is the fitted concentration of half-maximal effect; % is set by controls: 0 for no effect and ±100 for the full control effect; nearly all actives have a fitted effect of over 60% in size
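Reporter: ARE-Fluc in A549. Exposure: 18-24 h, 37 °C, 5% CO2, 5% FBS OPTI-MEM. Readouts: fluorescent cytotoxicity (CellTiter-Fluor), then luminescent Nrf2 signal after BugLite.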
Akt phos inh – Akt phosphorylation inhibition; Neuro2A IGF-stimulated pAkt S473 HTRF, 20 min; active compounds read low; activity change, % for hits at 50 µM; hit rate 0.32% among 360,000; AID 651550; in the data active = activity change below about -80%; inconclusive = mostly about -51% to -80%; note: % is set by controls: 0 for no effect and ±100 for the full control effect
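Single-point screen (50 µM final compound) in Neuro2A cells stimulated 20 min with 6 nM IGF at 37 deg C. After lysis, Ser473-phosphorylated Akt read by HTRF (ex 330 nm, em 615/665 nm) as the 665/615 ratio.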
TGFb inhibitor – inhibitors of TGF-b signaling; AID 588855; hit rate 1.2% among 410,000; Potency, µM (highest dose often 46.1 µM), for inactives: at the highest dose activity, negative = inhibition, hits mostly inhibitors; HepG2 CAGA-GFP TGF-b/SMAD3 reporter, GFP fluorescence, 18 h; TGF-beta stimulated, 500 pg/mL final; note: potency is the fitted concentration of half-maximal effect; % is set by controls: 0 for no effect and ±100 for the full control effect; nearly all actives have a fitted effect of over 65% in size
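Inhibition of TGF-beta-driven CAGA-GFP reporter expression in HEPG2 cells is measured by cellular GFP fluorescence after 18 h stimulation with 500 pg/mL recombinant TGF-beta in 1% FBS medium at 37 degrees C.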
Starred values were filed as active, the others as inactive; i = inactive; ? = inconclusive; . = not tested or not shown; & = joins results of further samples; ! = a repeat was not active; [ ] = remark or other dose. Unless noted, calls come from the whole dose curve; as a rule, active = well fitted curve in the direction sought with a large enough effect; inconclusive = small, poorly fitted or top-dose-only effect, or another doubt; inactive = no such curve, though single readings can be large; an effect the other way counts as inactive or inconclusive. Some of the compounds tested. The share of hits here may be higher or lower than overall.

The first 2 records (preview)
SMILES	Nrf2 activator	A549 viability	S2 tox	CCT modulator	HepG2 viability	MmCpn inh	Nrf2 block	Akt phos inh	TGFb inhibitor
Cn1cc(C=C2C(=O)NC(=O)NC2=O)c2ccccc21	4.4%	4%	i	-0.3	-10%	1%	1%	i	-21%
Cc1cc(=O)oc2c1c(C)nn2-c1nn[nH]n1	-0.2%	1%	?	-0.4	-8%	0%	8%	i	9%

The whole of this part, repeating the preview:
SMILES	Nrf2 activator	A549 viability	S2 tox	CCT modulator	HepG2 viability	MmCpn inh	Nrf2 block	Akt phos inh	TGFb inhibitor
Cn1cc(C=C2C(=O)NC(=O)NC2=O)c2ccccc21	4.4%	4%	i	-0.3	-10%	1%	1%	i	-21%
Cc1cc(=O)oc2c1c(C)nn2-c1nn[nH]n1	-0.2%	1%	?	-0.4	-8%	0%	8%	i	9%
CN1CCN(Cc2cn(C)c3ccccc23)CC1CCO (configuration not stated)	0.2%[9.22 µM]	-2%	i	2.6	-13%	-8%	-19%	i	-2%
CN1CCC2(CC1)c1ccccc1-c1ccccc12	0.2%	2%	i	-4.4	-8%	.	-6%	i	3%
CC(=O)Nc1ccc([As](=O)(O)c2ccc([N+](=O)[O-])cc2)cc1	-0.4%	0%	i	0.0	14%	2%	-3%	i	-3%
O=C(CCC(=O)N1CC2C[C@@H](C1)Cn1c2cccc1=O)NCCc1ccccc1	0.4%	-2%	i	1.9	-3%	-4%	-2%	i	16%
CC1CCN(C(=O)C2CCN(c3nnc(-n4cccc4)s3)CC2)CC1	0.3%	-12%	i	-0.6	-27%	-4%	?	i	-15%
CNC(=S)NC1CC2CCCC(C1)N2CC(C)C (configuration not stated)	-0.9%	10%	i	-0.6	16%	1%	-6%	i	-3%
O=C(COC(=O)c1ccc(O)cc1)Nc1ccc(Cl)cc1C(=O)c1ccccc1	4.4%	-6%	i	-3.8	-46%	1%	?	i	?
C[C@@H]1CC[C@@]2(NC1)O[C@H]1C[C@H]3[C@@H]4CC=C5C[C@@H](O)CC[C@]5(C)[C@H]4CC[C@]3(C)[C@H]1[C@@H]2C	0.5%	4%	i	-1.5	-9%	-1%	0%	i	0%
Cc1c(C)c2c(OCC(=O)N[C@@H](C)C(=O)O)cc3c(c2oc1=O)CCC(C)(C)O3	-0.7%	1%	i	-4.0	7%	-13%	-3%	i	?
CN1CC2CN(Cc3ccccc3)S(=O)(=O)C2C1 (configuration not stated)	-1.0%	.	i	-2.1	8%	.	.	i	2%
COC(=O)C1=C(c2ccc(F)cc2OCc2ccccc2)C[C@@H]2CC[C@H]1N2C(=O)N1CCCC1	-0.7%	-11%	?	0.9	-7%	-1%	-10%	i	-22%
CCCNC(=O)N1[C@H]2CC[C@@H]1C(C(=O)OC)=C(c1cc3ccccc3o1)C2	-0.8%	-1%	i	0.5	3%	.	-19%	i	?
COc1ccc(N2C(=O)CS(=O)C(c3ccccc3)C2=O)cc1 (configuration not stated)	19%	1%	i	1.6	-3%	0%	4%	i	?
COC(=O)C1=C(c2ccc(F)cc2OCc2ccccc2)C[C@@H]2CC[C@H]1N2C(=O)NCCO	0.0%	-6%	i	-3.1	-5%	1%	6%	i	1%
CCOC(=O)c1ccccc1NC(=O)c1c(O)[nH]c(=S)[nH]c1=O	0.6%	3%	i	-1.0	-3%	.	6%	i	?
O=Cc1c(C(=O)O)n(Cc2ccc(F)cc2Cl)c2ccccc12	-0.7%	0%	i	-3.7	2%	-1%	-7%	i	-22%
COCCCn1c(N)c(C(=O)NCCC(C)C)c2nc3ccccc3nc21	0.1%	?	.	-1.2	-100%	0%	16µM*	i	?
N#CC(C#N)=NNc1ccc(S(N)(=O)=O)cc1	-0.4%	?	?	0.2	7%	-1%	3%	i	2%

Next part, starting with the last three of the part before.
SMILES	Nrf2 activator	A549 viability	S2 tox	CCT modulator	HepG2 viability	MmCpn inh	Nrf2 block	Akt phos inh	TGFb inhibitor
O=Cc1c(C(=O)O)n(Cc2ccc(F)cc2Cl)c2ccccc12	-0.7%	0%	i	-3.7	2%	-1%	-7%	i	-22%
COCCCn1c(N)c(C(=O)NCCC(C)C)c2nc3ccccc3nc21	0.1%	?	.	-1.2	-100%	0%	16µM*	i	?
N#CC(C#N)=NNc1ccc(S(N)(=O)=O)cc1	-0.4%	?	?	0.2	7%	-1%	3%	i	2%
CCN(CCO)c1ccc(N=Cc2c(O)n(C)c(=S)[nH]c2=O)cc1	?	-2%	i	1.8	-35%	-5%	?	i	-5%
COC(=O)C1=C(c2ccc(OC(F)(F)F)cc2)C[C@@H]2CC[C@H]1N2C(=O)N1CCCCC1	0.4%	1%	?	-6.0	-30%	-17%	?	i	?
COC(=O)C1=C(c2ccccc2)C[C@@H]2CC[C@H]1N2C(=O)NCc1ccc(C(F)(F)F)cc1	-0.5%	-12%	i	-0.7	-30%	.	?	i	-14%
CC(O)(CS(=O)(=O)c1cccc(C(F)(F)F)c1)C(=O)Nc1ccc(C(F)(F)F)cc1 (configuration not stated)	3.3%	-2%	i	-0.1	-47%	-1%	-26%	i	?
Cc1ccc(/C=C2/C(=O)NC(=O)N(CCc3ccc(F)cc3)C2=O)s1	2.4%	0%	i	0.8	-19%	-1%	?	i	1%
Cc1oc2ccc(OC(=O)N(C)C)cc2c1C(=O)OC(C)C	0.2%	-19%	i	-1.4	-20%	-6%	?	i	-4%
Cc1cccc(CN2C(=O)CN=C(c3ccccc3)c3ccccc32)c1	-0.9%	-10%	.	.	-1%	.	.	.	-23%
CCOC(=O)CNC(=O)N1c2ccccc2Sc2ccccc21	0.0%	-3%	i	-0.2	1%	0%	3%	i	?
CCOP(=S)(OCC)c1ccc(N(C)C)cc1	0.3%	2%	i	-2.0	-6%	0%	?	i	-19%
CCC(C)/C=C(C)/C=C/C1=CC2=C(Cl)C(=O)C(C)(OC(C)=O)C(=O)C2=CO1 (configuration not stated)	4.3%	-22%	?	1.3	-68%	.	-1%	i	?
O=C(O)CCCc1ccc(N(CCCl)CCCl)cc1	-0.6%	-12%	i	-2.7	-1%	-4%	-3%	i	7%
CCN1CCN(c2ccc(NC(=O)C(C)C)cc2Cl)CC1	3.0%	-3%	i	-1.8	23%	0%	18%	.	25%
Cc1ccsc1C(=O)C1CCCN(Cc2cc3ccccc3o2)C1 (configuration not stated)	0.0%	11%	i	-3.7	-29%	4%	-17%	i	?
CCC12CN3CCN(CC(C3)/C1=N/NC(N)=O)C2	2.9%	4%	i	-1.3	6%	-3%	0%	i	?
CN(C)C(=O)Oc1cccc([N+](C)(C)C)c1	0.5%&0.3%	-1%&-2%	i	-3.6&0.0	7%&-4%	-1%&0%	6.5µM*!	i	7%&29%
O=c1cc(C2CCNCC2)[nH][nH]1	0.3%	-5%	i	-5.9	-11%	-4%	-21%	i	-19%
CC(C)=CCCC(C)CN(C)CCc1ccccn1 (configuration not stated)	-0.2%	15%	i	0.3	-22%	?	4%	i	25%
CCCCn1c(O)c(/C=C2\C=Nc3ccccc32)c(=O)[nH]c1=O	1.6%	5%	i	0.0	-23%	2%	-1%	i	-5%
CNCC(O)c1cccc(OC(=O)c2ccccc2C)c1 (configuration not stated)	2.6%	-3%	i	0.4	-12%	1%	17%	i	16%
COc1ccccc1C(=O)C1CCCN(Cc2cnc(C)s2)C1 (configuration not stated)	0.4%	10%	i	-0.2	5%	0%	-1%	i	19%
CCN(CC)C(=O)Cn1cc(/C=C2\C(=O)NC(=O)N(c3ccccc3F)C2=O)c2ccccc21	13%	0%	?	-7.0	-68%	-1%	7%	i	?
CCOC(=O)C1CCN(Cc2ccc(Cl)nc2)CC1	0.3%	9%	i	0.3	0%	3%	2%	i	-1%
C[C@]12CCC3C(C(=O)C[C@H]4C[C@@H](O)CC[C@]34C)C1CCC2=O (some centres not stated)	-0.1%	1%	i	1.1	-1%	1%	-20%	i	0%
O=c1[nH]c(=S)n(C2CC2)c(O)c1/C=N/Nc1ccccc1	?	7%	i	-5.0	-4%	-2%	22%	i	-4%
CC12Cc3cnoc3C=C1CCC1C2CCC2(C)C1CCC2(C)O (configuration not stated)	1.7%	-6%	i	0.7	-5%	.	?	i	-10%
COc1ccc2[nH]cc(CCN=C(NC(=O)c3ccccc3OC)Nc3nc(C)cc(C)n3)c2c1	4.1%	-20%	i	.	-23%	.	?	.	?
CN1C2CCC1CC(OC(=O)c1cc(Cl)cc(Cl)c1)C2 (configuration not stated)	0.2%	3%	i	-3.0	-35%	2%	?	i	-2%
CCN(CC)c1ccc2c(cc1=O)[C@@H](NC)CCc1cc(OC)c(OC)c(OC)c1-2	-0.4%	-11%	?	2.3	-27%	-1%	?	i	?
COc1ccc2c(C)c(CCC(=O)N3C[C@H]4C[C@@H](C3)c3cccc(=O)n3C4)c(=O)oc2c1	-0.9%	9%	i	-4.2	2%	-4%	5%	i	10%
O=C(c1ccccc1Cl)N1CCC(c2nc3ccccc3s2)CC1	4.1%	-7%	?	.	-19%	.	-22%	.	?
Nc1nnc(P(c2ccccc2)c2ccccc2)s1	-0.3%	2%	i	-0.8	4%	-4%	9%	i	-20%
Cc1ccc(N=Cc2c(O)n(C)c(=O)n(C)c2=O)cc1	-0.2%	-2%	i	-3.2	10%	0%	2%	i	1%

Bioassay records (PubChem)
